# TbREL1 primary: TbREL1 inhibition, primary screen; P86926; TbREL1 RNA ligation, FRET fluorescence; inhibition, % at 9.66 µM; 89,000 compounds, 0.49% hits; AID 1117264;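 active means inhibition above the mean inhibition across all screened compounds plus 3 SD, cut at about 11% in these data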;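 further: 0% = plate median of test wells and 100% = NSC42067 control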
# Target sequence (P86926 whole entry, looked up): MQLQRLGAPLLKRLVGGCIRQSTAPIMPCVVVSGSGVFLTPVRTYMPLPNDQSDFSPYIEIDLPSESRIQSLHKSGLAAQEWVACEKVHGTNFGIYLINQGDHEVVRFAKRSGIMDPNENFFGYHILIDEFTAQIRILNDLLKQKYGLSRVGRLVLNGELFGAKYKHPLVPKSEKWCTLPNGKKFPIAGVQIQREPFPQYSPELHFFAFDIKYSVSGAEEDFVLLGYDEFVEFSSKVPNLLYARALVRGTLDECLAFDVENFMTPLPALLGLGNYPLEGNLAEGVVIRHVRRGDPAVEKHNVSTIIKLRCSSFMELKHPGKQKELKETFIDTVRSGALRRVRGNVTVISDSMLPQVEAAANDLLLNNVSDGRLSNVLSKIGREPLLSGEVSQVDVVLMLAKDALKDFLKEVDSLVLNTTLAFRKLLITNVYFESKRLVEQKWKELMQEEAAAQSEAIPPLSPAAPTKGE
# Numbers without * were called inactive.
SMILES,TbREL1 primary
Cc1nn(C(C)C(=O)NCc2ccccc2)c(C)c1[N+](=O)[O-] (stereo unspecified),2
Cn1c(SCc2ccc(C(C)(C)C)cc2)nnc1-c1ccco1,0
CCOC(=O)N1CCN(C(=O)CSCC(=O)Nc2nc(-c3ccccc3)cs2)CC1,-3
O=c1c(Cc2ccccc2)c(O)c2cccc3c4c(n1c23)CCCC4,-6
COc1ccc(-c2cc3ccccc3n2CC(O)CN2CCC(C)CC2)cc1 (stereo unspecified),1
COc1ccc(C2CC(c3cccs3)=NN2C(=O)c2ccc(Br)o2)cc1 (stereo unspecified),8
O=C(Nc1cc2c3c(c1)CC(=O)N3CCC2)c1ccccc1F,1
Cc1cc(=O)oc2c1ccc1oc(/C(=N/O)c3ccccc3)c(C)c12,1
CCN(CC(=O)NCc1ccc(Cl)cc1)S(=O)(=O)c1ccc(NC(C)=O)cc1,0
O=C(NCc1cccnc1)C1CCN(C(=O)c2ccc(Cl)cc2Cl)CC1,1
CCC(Oc1ccccc1OC)C(=O)Nc1ccc2c(c1)OCCO2 (stereo unspecified),-6
COc1ccc(C(c2nnnn2Cc2cccs2)N2CCN(c3ccccc3F)CC2)cc1 (stereo unspecified),0
COc1ccccc1NC(=S)N(Cc1ccc(C(=O)O)cc1)Cc1ccc(OC)c(OC)c1,-2
Cc1ncsc1C(=O)N1CCCC(C(=O)c2ccc3ccccc3c2)C1 (stereo unspecified),4
CCN(CC(=O)NC1CCCCC1)S(=O)(=O)c1ccc(Cl)cc1,-1
N#CCCN(Cc1ccccc1)C(CCc1ccccc1)C(=O)NC1CCCCC1 (stereo unspecified),2
Cc1ccc(C(NC(=O)c2cccc(S(=O)(=O)N3CCN(C)CC3)c2)c2ccccc2)cc1 (stereo unspecified),-5
N/C(Cc1cccc2ccccc12)=N\OC(=O)c1ccccc1F,8
COc1c(Cl)cc(C(=O)Nc2ccc(Cl)cn2)cc1Cl,4
O=C(CNc1cccc(S(=O)(=O)N2CCCCC2)c1)Nc1cccc(F)c1,1
COc1ccccc1-n1ccnc(SCC(=O)NC2CCCCC2)c1=O,-3
C#CCNC(=O)C1=C[C@@H](c2ccccc2)C[C@@H](OCCCCO)O1,-2
Cc1ccc(-n2ncc(-c3nnc(SCC(=O)NC4CCCC4)o3)c2N)cc1C,3
COc1ccccc1N1CCN(C(=O)CCCNC(=O)Cn2cnc3sc(C)c(C)c3c2=O)CC1,-3
Cc1cc(C(=O)COC(=O)c2cnccn2)c(C)n1-c1ccc(Br)cc1,-7
Cc1nn(CC(=O)NCc2ccccn2)c(C)c1[N+](=O)[O-],3
CCOc1ccc(NC2=C(Cl)C(=O)N(C3CCCCC3)C2=O)cc1,1
O=C(C1CCCN(S(=O)(=O)c2ccc(Br)cc2)C1)N1CCN(Cc2ccccc2)CC1 (stereo unspecified),-1
CCNC(=S)N1CCN(c2ncccn2)CC1,-1
CC(C)N(c1ccccc1)c1ccc(NC(=O)CCl)cc1,-1
O=C(Nc1ccccc1N1CCCCC1)c1ccc(Cl)cc1,10
CCOC(=O)c1c(C)oc2cc(Cl)c(O)c(CN(C)C)c12,2
Cc1cc(C)c(S(=O)(=O)/N=C2\C=C(Nc3ccc(C(=O)O)cc3)C(=O)c3ccccc32)c(C)c1,-2
Cn1c(=O)n(Cc2ccc(Cl)cc2)c(=O)c2c1nc1n2CCN1Cc1ccco1,1
CCOC(=O)c1cccnc1SCC(=O)NCc1ccccc1,-3
COC(=O)CCN1CCC2CC1c1cc(-c3cccc(C)c3)ccc12 (stereo unspecified),-3
CN(CC(=O)NCc1ccc(F)cc1)S(=O)(=O)c1ccc(Br)s1,0
NC(=O)C1CCN(C(=O)c2ccc3ccccc3c2)CC1,2
O=C1CCC(=O)N1c1nc2n(n1)C(c1ccccc1)C=C(c1ccc(Br)cc1)N2 (stereo unspecified),-3
Cc1ccc(S(=O)(=O)N2CCCCC2)cc1C(=O)N(C)CC(=O)Nc1ccc(Cl)c(C(F)(F)F)c1,1
Cc1ccc(C(=O)CCC(=O)NN2C(=O)NC3(CCCCC3)C2=O)cc1,2
CC1(c2nnc(-c3ccccc3)o2)CC(c2ccccc2)=NO1 (stereo unspecified),0
CCOC(=O)c1csc(-c2csc(CCNC(=O)c3ccccc3)n2)n1,-2
FC(F)(F)Oc1ccccc1C(c1nnnn1-c1ccc2c(c1)OCCO2)N1CCN(C/C=C/c2ccccc2)CC1 (stereo unspecified),-3
O=C(COc1ccc(S(=O)(=O)N2CCOCC2)cc1Cl)NC1CCCCC1,6
CCCCn1c(=O)[nH]c(=O)c2c1nc(-c1ccc(C#N)cc1)n2C1CCCC1,-1
O=C(Nc1ccc(Cl)cn1)C1CCCN1S(=O)(=O)c1ccccc1 (stereo unspecified),-2
COc1ccc(CCN2CC(C(=O)NCC3(O)CCCCC3)CCC2=O)cc1 (stereo unspecified),4

# Some of the entries so far, field by field.
Compound: O=C(Nc1ccc(Cl)cn1)C1CCCN1S(=O)(=O)c1ccccc1 (stereo unspecified)
  TbREL1 primary: -2

Compound: O=C1CCC(=O)N1c1nc2n(n1)C(c1ccccc1)C=C(c1ccc(Br)cc1)N2 (stereo unspecified)
  TbREL1 primary: -3

Compound: COc1ccc(CCN2CC(C(=O)NCC3(O)CCCCC3)CCC2=O)cc1 (stereo unspecified)
  TbREL1 primary: 4

Compound: CCOC(=O)c1csc(-c2csc(CCNC(=O)c3ccccc3)n2)n1
  TbREL1 primary: -2

# Remaining list, next part.
SMILES,TbREL1 primary
CCOC(=O)[C@]12CCC=C1N(CCC1=CCCCC1)C(=O)[C@H](CC(=O)N1CCSCC1)C2,-6
CC(=O)C1=C(C)N(Cc2ccc(Br)cc2)C(=S)NC1c1ccc(F)cc1 (stereo unspecified),0
Cc1ccccc1NC(=O)/C(C#N)=C\c1cc(C)n(-c2ccc(C(=O)O)cc2)c1C,-5
CC1(C(=O)N2CC3(CC(c4cccc(NC(=O)CC(c5ccccc5)c5ccccc5)c4)=NO3)C[C@@H]2C(N)=O)CC1 (stereo partly specified),-1
Cc1ccc(S(=O)(=O)c2nc(NCc3ccc4c(c3)OCO4)sc2Cl)cc1,1
CC1(C(=O)NS(=O)(=O)c2cccs2)CCN1C(=O)C1(c2ccc(Cl)cc2)CC1 (stereo unspecified),0
CC1CN(C(=O)CNC(=O)Cc2cccc3ccccc23)CC(C)O1 (stereo unspecified),4
Cc1cc(C)c(C(N)=O)c(NC(=O)Nc2ccccc2Cl)n1,-1
Fc1ccc(-c2n[nH]c(=S)n2N=Cc2ccc(OCc3ccccc3)cc2)cc1,-6
Clc1ccc(-c2nnc3n2-c2ccccc2SC3)cc1,-2
Cc1cc(NC(=O)CN2C(=O)NC3(CCCCCC3)C2=O)ccc1Br,1
Cc1ccc(C(=O)NNC(=O)CSc2nnc(-c3ccncc3)n2C)cc1,7

# Part of the list above, tab-delimited.
smiles	TbREL1 primary
CC(=O)C1=C(C)N(Cc2ccc(Br)cc2)C(=S)NC1c1ccc(F)cc1 (stereo unspecified)	0
CCOC(=O)[C@]12CCC=C1N(CCC1=CCCCC1)C(=O)[C@H](CC(=O)N1CCSCC1)C2	-6
Cc1ccccc1NC(=O)/C(C#N)=C\c1cc(C)n(-c2ccc(C(=O)O)cc2)c1C	-5
CC1CN(C(=O)CNC(=O)Cc2cccc3ccccc23)CC(C)O1 (stereo unspecified)	4
Cc1ccc(S(=O)(=O)c2nc(NCc3ccc4c(c3)OCO4)sc2Cl)cc1	1
Cc1cc(NC(=O)CN2C(=O)NC3(CCCCCC3)C2=O)ccc1Br	1

# (continued)
SMILES,TbREL1 primary
Cc1cc(C)c2nc(-c3ccccn3)cc(C(=O)Nc3cc(C)on3)c2c1,-1
CC/C(C)=N/Oc1nc(C)cc(C)n1,1
CC(=O)Nc1ccc(S(=O)(=O)NCCc2ccccc2)cc1,-2
Cc1cc(N2CCN(C(=O)OC(C)(C)C)CC2)n2ncnc2n1,-3
CC(C)CNC(=S)NC1CCCC1,4
CC(C)C12NC(=O)NC(=O)N1CCS2 (stereo unspecified),-3
CCC(=O)c1ccc(OCC(=O)Nc2ccc(N3CCCCC3)cc2)cc1,-4
Cc1ccc(S(=O)(=O)NC(=O)Nc2ccc(F)c(F)c2)cc1,-1
COCCn1c(SCC(=O)NN2C(=O)NC(C)(c3ccccc3)C2=O)nnc1-c1ccncc1 (stereo unspecified),-1
O=C(c1ccc(NS(=O)(=O)c2cccc([N+](=O)[O-])c2)cc1)N1CCN(C(=O)c2ccco2)CC1,2
CC(C)(C)NC(=O)NC(=O)CN1CCN(S(=O)(=O)c2ccc3c(c2)CCCC3)CC1,0
CC1CCCN(S(=O)(=O)c2ccc(NC(=O)CN3CCN(C)CC3)cc2)C1 (stereo unspecified),5
CN(C(=O)COC(=O)CNC(=O)C12CC3CC(CC(C3)C1)C2)C1CCS(=O)(=O)C1 (stereo unspecified),1
CCOC(=O)[C@]12CCCC=C1N(Cc1ccc3c(c1)OCO3)C(=O)[C@H](CC(=O)N1CCN(C(=O)c3ccco3)CC1)C2,6
CC(C)CCNC(=O)COc1ccc(N(C)S(=O)(=O)c2ccc(F)cc2)cc1,-1
CC1(c2nnc(-c3ccncc3)o2)CC(c2cccc(Cl)c2)=NO1 (stereo unspecified),2
NC(=O)[C@H]1CC2(CC(c3cccc(NC(=O)[C@H]4CCC(=O)N4)c3)=NO2)CN1C(=O)c1cc([N+](=O)[O-])cc([N+](=O)[O-])c1 (stereo partly specified),0
COc1cc2cc(C#N)c(SCC(=O)N3CCOCC3)nc2cc1OC,0
CCOC(=O)CC1C(=O)NCCN1C(=O)NC1CCCCC1 (stereo unspecified),-4
CCCCN1C2=NCCCN2c2cc(C)c(C)cc21,4
Brc1ccc(C2=Nc3ccccc3C(c3ccncc3)=NN2)cc1,5
CCOC(=O)C(C)Sc1nc(=O)n2cccc(C)c2n1 (stereo unspecified),10
O=C(CS(=O)(=O)c1cccc(Cl)c1)Nc1ccccc1Cl,1
COc1ccc(-n2cnnc2SCC(=O)N(C)C2CCS(=O)(=O)C2)cc1 (stereo unspecified),-3
CC(Oc1ccc(F)cc1)C(=O)Nc1ccccc1C(=O)NC1CC1 (stereo unspecified),-1
COc1ccc(CNC(=O)N2CCN(c3cccc(C)c3C)CC2)cc1OC,-4
COc1ccc(CCC(=O)OCC(=O)NCc2ccc3c(c2)OCO3)cc1,3
COc1ccc(N2C(=O)c3ccccc3NC(=O)C2C(=O)NCCc2ccccc2F)cc1 (stereo unspecified),1
COc1ccc(NC(=O)NC2(C(=O)N3CCCC(C)C3)CCCCC2)cc1 (stereo unspecified),1
O=C(CNc1ccc2ccccc2c1)N/N=C/c1ccccn1,-7
COCCOc1ccc(C(F)(F)F)cc1NC(=O)CN1C(=O)NC(C)(c2ccc3c(c2)OCO3)C1=O (stereo unspecified),-2
COCCn1c(-c2cccs2)csc1=Nc1cccnc1,4
NC(=O)c1cc(S(=O)(=O)N2CCCC2)ccc1OCCOc1ccccc1,-1
O=C(COc1ccc(Cl)cc1Cl)N/N=C/C1CC=CCC1 (stereo unspecified),0
Cc1ccccc1C(=O)NC1CCN(C(=O)NC2CCCCC2)CC1,1
CC(C)Oc1ccc(S(=O)(=O)N2CCOCC2)cc1NC(=O)C(C)Oc1ccc(F)cc1 (stereo unspecified),-2
Cc1ccc(-n2ncc3c(=O)[nH]c(SCC(=O)N4CCCCC4)nc32)cc1,-2
O=C(COC(=O)c1ccccc1C(=O)c1ccccc1)Nc1ccc(SC(F)F)cc1,1
CSCCC(NC(=O)c1ccc(Cl)cc1)C(=O)O (stereo unspecified),0
CC1(C)C(=O)Nc2ccccc2N1C(=O)COC(=O)c1cccc(O)c1,4
CC(C)c1ccc(S(=O)(=O)Nc2ccc3c(c2)OCO3)cc1,-6
Cc1cc(C)cc(-c2c(C(=O)c3ccccc3)[nH]c(N)c2C(=O)NCCc2c[nH]c3ccccc23)c1,-5
CCOC(=O)/C=C/c1ccc(C(F)(F)F)cc1S(=O)(=O)NC(C)(C)C,0
COC(=O)[C@]12C[C@H](CC(=O)NCc3ccc(OC)c(OC)c3)C(=O)N(Cc3ccc(Cl)cc3Cl)C1=C[C@H](COCc1ccccc1)O[C@@H]2C,-1
Cc1ccccc1C(=O)Nc1ccc(S(=O)(=O)N2CC(C)OC(C)C2)cc1 (stereo unspecified),0
CC(=O)Nc1ccc(S(=O)(=O)N2CCNC(=O)CC2)cc1,5
CC1CN(CCS(=O)(=O)c2cc(Cl)ccc2Cl)CC(C)O1 (stereo unspecified),0
O=C1c2cnc3nc(SCc4ccc(Cl)cc4)nn3c2CC2c3ccccc3CCN12 (stereo unspecified),2

# Continued; the last 2 above are carried over.
SMILES,TbREL1 primary
CC1CN(CCS(=O)(=O)c2cc(Cl)ccc2Cl)CC(C)O1 (stereo unspecified),0
O=C1c2cnc3nc(SCc4ccc(Cl)cc4)nn3c2CC2c3ccccc3CCN12 (stereo unspecified),2
Cc1cc(C(=O)Nc2nnc(C3CC3)s2)c(C)s1,4
COc1cc(CC(=O)OCC(=O)N2CCCCC2)cc(OC)c1OC,-1
Cc1ccc(-c2nnc(SCC(=O)NNC(=S)Nc3ccccc3)n2C2CCCCC2)cc1,-12
Cc1c(Cl)cnc(NC(=O)CSc2nnc(C)n2Cc2ccccc2)c1Cl,-1
Cc1cc(C)c2c(n1)nn1c(N3CCN(Cc4ccccc4)CC3)cc(C)nc21,-1
CC(C)(C)OC(=O)NCc1cc2c(cc1/C=C/S(=O)(=O)NC1CCCC1)OCO2,5
COc1cc(OC)c(C2C(C#N)=C(N)OC3=C2C(=O)CC(C)(C)C3)cc1OC (stereo unspecified),-3
Cc1cc(CN2CCOCC2)c(O)c(C2(C)CCCCC2)c1,-2
O=c1c2c([nH]c3ccccc13)CCCCCC2,8
COc1ccc(NC(=O)N2CCN(c3cccc(C(F)(F)F)c3)CC2)cc1OC,-3
CCc1sc(NC(=O)C(C)C)nc1-c1ccccc1,3
Cc1ccc(NC(=O)NNC(=O)C2CC(c3cccnc3)=NO2)cc1 (stereo unspecified),-1
C#CCNC(=O)C[C@H]1C(=O)N(CCCOC)C2=CCCC[C@@]21C(=O)OCC,0
CCC1(c2ccccc2)NC(=O)N(CC(=O)c2ccc3c(c2)OCO3)C1=O (stereo unspecified),2

# Source: PubChem BioAssay (The Scripps Research Institute Molecular Screening Center)

# These rows are one share of the data. The share of hits here may be higher or lower than overall.
